EphB4 ephrin blk – antagonists of human EphB4-ephrin-B2 interaction | P54760 | EphB4 LBD / TNYL-RAW-Alexa532 peptide, fluorescence polarization | inhibition, % at 7 µM | 97,000 compounds, 0.15% hits;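 active = inhibition above the screen-wide mean inhibition plus 3 SD, cut at about 15% in these data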;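 note: 0% = DMSO wells and 100% = excess unlabeled TNYL-RAW peptide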
LYP act – activators of human LYP (PTPN22) phosphatase | activation, % at 2 µM | recombinant LYP, DiFMUP fluorescence; 0 = plate median, 100 = signal doubled | Q9Y2R2 | 96,000 compounds, 0.11% hits;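 active = activation at 2 µM above a set limit, the mean plus 5 SD, cut at about 37% in these data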
CYP2C9 inhib – human CYP2C9 inhibition. P11712. CYP2C9 Supersomes, luciferin-H conversion, luminescence. inhibition, % at 5 µM. 96,000 compounds, 20% hits. AID 777;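 active = blocking of liver enzyme CYP2C9 beyond about 50% at 5 µM, limit read from the data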; note: values of inactives mirror those of a sister screen read the other way
LYP inh 2 – blocks human PTPN22 phosphatase activity; Q9Y2R2; inhibition, % at 2 µM; AID 640; recombinant LYP catalytic domain, DiFMUP fluorescence; 96,000 compounds, 0.21% hits;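 active = inhibition at 2 µM at or above a set limit, the screen mean plus 3 SD, cut at about 24% in these data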;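 note: 0% = DMSO with enzyme and 100% = enzyme fully blocked by orthovanadate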
HIV Rev-RRE inh – inhibitors of HIV-1 Rev-RRE RNA interaction; P05866; Rev peptide-RRE RNA binding, FRET; inhibition, % at 8 µM; 97,000 compounds, 0.79% hits;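 active = inhibition above the screen-wide mean plus 3 SD, cut at about 35% in these data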;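 note: 0% = median DMSO wells and 100% = median Neomycin B control wells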
Target sequence (P05866 whole entry, looked up): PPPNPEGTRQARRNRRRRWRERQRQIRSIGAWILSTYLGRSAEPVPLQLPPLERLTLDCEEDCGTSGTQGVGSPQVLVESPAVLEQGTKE
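Test system – labelled RRE RNA duplex and labelled Rev peptide · Reagent – labelled Rev peptide · Doses – one concentration, 8 µM nominal · Incubation – 5 + 15 min at 25 °C · Signal – FRET fluorescence readout · Read-out basis – % inhibition of FRET ratio versus controls · Control set – DMSO wells as 0% and neomycin B wells as 100% inhibition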
Candida biofilm – kills Candida albicans biofilms | C. albicans biofilm + clotrimazole, Alamar Blue | inhibition, % at 6 µM | 85,000 compounds, 0.14% hits | AID 834;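 active = inhibition above 20%; inactive = inhibition below 20%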;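 note: preformed 24 hr biofilms exposed to compound for 48 hr; 0% = biofilm without compound and 100% = blank killed by clotrimazole plus chlorhexidine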
CYP2C9 activ – increases human cytochrome P450 2C9 activity. P11712. recombinant CYP2C9, luciferin-H conversion, luminescence; hits give high values; factor 1 = untreated enzyme, 0 = blocked. activation factor at 5 µM. 96,000 compounds, 1.4% hits;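 active = activation factor of 2 or more for CYP2C9 at a 5 µM dose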;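 note: 0 = sulfaphenazole-blocked wells and 1 = vehicle-only wells; values of inactives mirror those of a sister screen read the other way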
PLK1 PBD inh – blocks phosphopeptide binding to human Plk1 polo box domain; 97,000 compounds, 0.13% hits; Plk1 PBD phosphopeptide binding, fluorescence polarization; inhibition, %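 (tested at about 20 µM)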; P53350; in the data active = inhibition above about 34%, passing the limit was not always enough
Target sequence (P53350 whole entry, looked up, the tested form may be a part): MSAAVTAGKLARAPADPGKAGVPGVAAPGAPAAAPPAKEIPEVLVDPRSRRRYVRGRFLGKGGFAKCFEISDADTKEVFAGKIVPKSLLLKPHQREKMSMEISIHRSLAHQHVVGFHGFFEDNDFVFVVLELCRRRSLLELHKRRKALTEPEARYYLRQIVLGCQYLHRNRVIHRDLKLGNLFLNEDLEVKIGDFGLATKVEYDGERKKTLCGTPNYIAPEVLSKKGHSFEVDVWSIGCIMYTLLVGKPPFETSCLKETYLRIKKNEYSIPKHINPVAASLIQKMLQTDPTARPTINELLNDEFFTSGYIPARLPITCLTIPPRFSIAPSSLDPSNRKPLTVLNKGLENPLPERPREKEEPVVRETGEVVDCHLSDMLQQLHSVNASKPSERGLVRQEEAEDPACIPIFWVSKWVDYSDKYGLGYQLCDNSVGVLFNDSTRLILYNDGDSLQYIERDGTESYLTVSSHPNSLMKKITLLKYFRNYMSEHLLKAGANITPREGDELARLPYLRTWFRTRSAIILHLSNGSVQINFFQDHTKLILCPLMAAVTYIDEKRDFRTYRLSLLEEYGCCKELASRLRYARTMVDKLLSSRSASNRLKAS
PLK1 kinase inh – blocks human PLK1 kinase activity. 97,000 compounds, 0.53% hits. recombinant PLK1 kinase, TR-FRET peptide phosphorylation. P53350. inhibition, % at 10 µM;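 active = inhibition of 50% or more in the single-concentration screen; inactive = inhibition below 50%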;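 note: 0% = DMSO max control and 100% = H-89 dihydrochloride min control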
* marks the source's active call; other numbers are inactive results; x = no result given.

mol	EphB4 ephrin blk	LYP act	CYP2C9 inhib	LYP inh 2	HIV Rev-RRE inh	Candida biofilm	CYP2C9 activ	PLK1 PBD inh	PLK1 kinase inh
Cc1c(NC(=O)C2CCCN2S(=O)(=O)c2cccc3nsnc23)cccc1C(=O)O (stereo not drawn)	-9	11	21	-14	3	-2	0.8	8	0
Cc1noc(C)c1CSc1nc2sc3c(c2c(=O)n1C)CCCC3	4	-2	40	3	7	-4	0.6	10	-10
Cc1cc(C)cc(OCC(=O)OCC(=O)Nc2ccc(Cl)cn2)c1	-6	8	4	-4	7	6	1	-23	-9
CCC(C)(C)n1nnnc1C(c1cc2cccc(C)c2[nH]c1=O)N1CCN(C(=O)c2ccco2)CC1 (stereo not drawn)	-2	-10	30	8	2	9	0.7	13	1
CC(C)=CC(=O)OCC(=O)NC(=O)NC(C)(C)C	-9	2	24	0	1	-5	0.8	0	-15
CCOc1ccc(C(F)(F)F)cc1NC(C)=O	-6	-5	4	2	7	-2	1	-6	0
CN(C)C(=O)c1ccc2c(c1)n(C)c(=O)n2C	5	-4	x	3	13	2	x	-16	-4
CC(C)C(=O)Nc1ccc(C(=O)NNC(=O)C(c2ccccc2)c2ccccc2)cc1	-4	9	6	-6	-4	x	0.9	-16	-8

Overlap with the part before: four compounds, followed by the next part.
mol	EphB4 ephrin blk	LYP act	CYP2C9 inhib	LYP inh 2	HIV Rev-RRE inh	Candida biofilm	CYP2C9 activ	PLK1 PBD inh	PLK1 kinase inh
CC(C)=CC(=O)OCC(=O)NC(=O)NC(C)(C)C	-9	2	24	0	1	-5	0.8	0	-15
CCOc1ccc(C(F)(F)F)cc1NC(C)=O	-6	-5	4	2	7	-2	1	-6	0
CN(C)C(=O)c1ccc2c(c1)n(C)c(=O)n2C	5	-4	x	3	13	2	x	-16	-4
CC(C)C(=O)Nc1ccc(C(=O)NNC(=O)C(c2ccccc2)c2ccccc2)cc1	-4	9	6	-6	-4	x	0.9	-16	-8
COc1ccc(S(=O)(=O)N(CCc2ccccc2)CC(=O)N2CCOCC2)cc1	4	-3	7	1	1	x	0.9	29	-14
C#CCn1c(=NC(=O)c2ccc(Cl)s2)sc2cccc(OC)c21	-1	1	-37	-2	11	5	1.4	9	-19
CCOC(=O)c1cc(CC)sc1NC(=O)c1cc(OC)c(OC)c(OC)c1	-4	16	62*	-19	-1	4	0.4	-11	-3
Cc1cc(C)n2nc(SCc3cc(=O)n4ccccc4n3)nc2n1	1	-1	x	-2	0	12	x	-24	-18
COc1ccc(OC)c(S(=O)(=O)Nc2ccc(O)c(Sc3ncn[nH]3)c2)c1	-5	-3	43	6	2	x	0.6	3	-36
CCn1c(CNC(=O)Cc2ccc(OC)cc2)nnc1SCC(=O)c1ccc(Br)cc1	-7	-2	15	4	2	4	0.8	-1	-6
Cc1cc(C)n(Cc2ccc(F)cc2)c(=O)c1C#N	1	-5	-12	3	7	3	1.1	9	1
Cc1ccc(NC2=CC(=O)C(=O)c3ccccc32)cc1	0	-10	x	6	4	7	x	34	-8

The listing continues.
mol	EphB4 ephrin blk	LYP act	CYP2C9 inhib	LYP inh 2	HIV Rev-RRE inh	Candida biofilm	CYP2C9 activ	PLK1 PBD inh	PLK1 kinase inh
O=C(c1csc2c1CCCC2)N1CCN(c2ccccc2)CC1	1	-6	-102	5	10	x	2*	-25	-16
Cc1ccsc1C(=O)Nc1ccccc1N1CCOCC1	-1	-2	-11	1	3	x	1.1	-29	-19
O=C(CNc1ccccc1)Nc1ccc(F)cc1	1	-2	24	0	6	5	0.8	-6	-14
CCCC(=O)Nc1ccc(Cl)c(NC(=O)c2ccc(Br)o2)c1	1	1	16	-1	6	4	0.8	-7	-6
O=CN1CCN(C(=O)c2ccccc2Cl)CC1	-8	7	-14	-4	6	5	1.1	10	0
O=C1O/C(=C\C(=O)N2CCOCC2)c2ccccc21	5	-4	7	2	11	0	0.9	-9	-7
NS(=O)(=O)c1ccc(NC(=O)CN2CCN(Cc3ccccc3)CC2)cc1	-7	-11	26	12	1	7	0.7	30	-5
O=C(O)C1C2C=CC(C2)C1C(=O)NCc1cccnc1 (stereo not drawn)	5	3	x	-6	1	8	x	15	-4

Additional entries follow.
mol	EphB4 ephrin blk	LYP act	CYP2C9 inhib	LYP inh 2	HIV Rev-RRE inh	Candida biofilm	CYP2C9 activ	PLK1 PBD inh	PLK1 kinase inh
Cc1c(Nc2ncnc3c2cnn3-c2ccccc2)c(=O)n(-c2ccccc2)n1C	0	-5	-11	5	9	-7	1.1	-3	-9
COc1cccc(NC(=O)CSc2nnc(Cc3cccs3)n2-c2ccc(C)cc2)c1	5	-2	65*	3	8	3	0.3	-6	13
CCOC(=O)c1ccc2[nH]c(C)cc(=O)c2c1	-2	-4	-7	4	7	7	1.1	-26	-14
CCn1c(COc2ccccc2)nnc1SCC(=O)Nc1ccc2c(c1)OCCO2	9	4	7	-5	10	6	0.9	12	-2
CCOC(=O)Cn1c(-c2ccccn2)nc2ccccc21	-8	-10	1	8	5	4	1	3	-2
COc1ccc(OC)c(NC(=O)C23CCC(C)(C(=O)O2)C3(C)C)c1 (stereo not drawn)	0	-1	-103	4	2	-3	2*	17	-4
CCC(=O)N1CCc2cc(Br)cc(S(=O)(=O)CC(=O)OC)c21	-5	6	8	-6	2	6	0.9	10	-6
CCCc1nc2ccc(NC(=O)NCCC(=O)OCC)cc2c(=O)n1Cc1ccc(Cl)cc1	-8	-10	x	8	7	9	x	16	-15

Following part.
mol	EphB4 ephrin blk	LYP act	CYP2C9 inhib	LYP inh 2	HIV Rev-RRE inh	Candida biofilm	CYP2C9 activ	PLK1 PBD inh	PLK1 kinase inh
COC(=O)C1C2C=CC3(CN(CC4CCCO4)C(=O)C13)O2 (stereo not drawn)	1	2	-11	4	9	2	1.1	8	-8
CC(=O)N1CCc2cc(S(=O)(=O)NCCC(=O)N3CCc4ccccc4C3)ccc21	-3	-5	14	4	3	3	0.9	1	-14
CCOC(=O)c1sc(NC(=S)NC(=O)c2cccc(Cl)c2)c(C(=O)OCC)c1C	7	-1	-1	5	10	x	1	-4	-11
CCCn1nc2cc(C(=O)NC3CCCc4ccccc43)ccc2c1OCC (stereo not drawn)	-4	-7	-11	10	6	x	1.1	-57	-15
COC(=O)CC1NCCNC1=O (stereo not drawn)	0	-6	-19	3	5	-1	1.2	-3	-7
O=c1c([N+](=O)[O-])c(N2CCCCC2)c2ccccc2n1-c1ccccc1	0	4	-12	-5	2	1	1.1	17	-8
Cc1nnc(SCC(C)C)[nH]c1=O	3	1	20	-3	7	3	0.8	6	-1
CCCn1nnc(NC(=O)c2cc(Br)cc(Br)c2OC)n1	4	13	27	-14	4	1	0.7	-14	-14

Part of the list above, with values under each structure:
Below each SMILES – EphB4 ephrin blk	LYP act	CYP2C9 inhib	LYP inh 2	HIV Rev-RRE inh	Candida biofilm	CYP2C9 activ	PLK1 PBD inh	PLK1 kinase inh
CCOC(=O)c1cc(CC)sc1NC(=O)c1cc(OC)c(OC)c(OC)c1
→ -4	16	62*	-19	-1	4	0.4	-11	-3
Cc1cc(C)n2nc(SCc3cc(=O)n4ccccc4n3)nc2n1
→ 1	-1	x	-2	0	12	x	-24	-18

(listing goes on)
mol	EphB4 ephrin blk	LYP act	CYP2C9 inhib	LYP inh 2	HIV Rev-RRE inh	Candida biofilm	CYP2C9 activ	PLK1 PBD inh	PLK1 kinase inh
COCCNC(=O)COc1ncnc2ccc(Br)cc12	4	-2	12	-2	5	7	0.9	-14	2
COc1cc(-c2nc(Cc3ccccc3Cl)no2)cc(OC)c1OC	4	-3	14	1	4	8	0.9	10	-1
COc1ccc(OCc2nc(N)nc(Nc3ccccc3)n2)cc1	-1	-8	70*	10	-4	4	0.3	20	32
CCN(CC)S(=O)(=O)c1ccc(NC2c3ccccc3C(=O)N2CCN2CCOCC2)cc1 (stereo not drawn)	-1	2	12	-4	1	4	0.9	-13	0
O=C(c1ccco1)N1CCN(C(c2ccccc2F)c2nnnn2CC2CCCO2)CC1 (stereo not drawn)	-9	12	71*	-15	-3	-4	0.3	-17	-11
CCc1nnc(NS(=O)(=O)c2ccc(N=Cc3c(C)[nH]n(-c4ccc(C)cc4)c3=O)cc2)s1	-2	5	17	-2	0	x	0.8	-3	-7
Cc1onc(-c2c(F)cccc2Cl)c1C(=O)Nc1sc2c(c1C#N)CCC(C(C)(C)C)C2 (stereo not drawn)	2	-9	x	8	5	7	x	25	-9
O=c1cc(N2CCN(Cc3ccccc3)CC2)[nH]c(=O)n1Cc1ccc(F)cc1	-11	5	16	-6	6	4	0.8	-2	3

Additional structures follow.
mol	EphB4 ephrin blk	LYP act	CYP2C9 inhib	LYP inh 2	HIV Rev-RRE inh	Candida biofilm	CYP2C9 activ	PLK1 PBD inh	PLK1 kinase inh
COc1cccc(CNc2nc3ccccc3n2CCN2CCCCC2)c1OC	14	9	x	-7	9	x	x	4	-1
CC1Cc2ccccc2N1S(=O)(=O)c1cccc2nsnc12 (stereo not drawn)	-6	-1	99*	1	9	5	0	-13	-15
CCSc1nnc(NC(=O)CSc2nnc(-c3c[nH]c4ccccc34)n2C)s1	3	x	76*	x	5	-6	0.2	24	76*
CCOC(=O)c1ccc2c(c1)nc(SCC(=O)N1CCCCC1)n2CC	-7	4	88*	-5	12	9	0.1	12	-9
Cc1cc2cc(CN(CCCO)S(=O)(=O)c3cccc4nsnc34)c(=O)[nH]c2cc1C	1	0	93*	-2	8	-2	0.1	-9	-7
Cn1cc(Cl)c(C(=O)Nc2cccc(Cl)c2Cl)n1	-5	0	16	-3	2	7	0.8	-24	-11
COc1cc(C2NC(=O)NC(C)=C2C(=O)OCC2CCCO2)ccc1O (stereo not drawn)	-4	0	-5	-2	4	5	1	6	-9
